GPR55 activation – GPR55 agonists via beta-arrestin recruitment, primary screen, imaging, U2OS cells, beta-arrestin-GFP redistribution (AID 1961); activation, % at 10 µM, or EC50 in µM where a hit was titrated; actives 0.048% (n = 290,000); U2OS GPR55 beta-arrestin-GFP redistribution imaging; higher % means a stronger effect;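 active = activation above 40% with more than 50 cells counted in the well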;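 note: U2OS osteosarcoma cells stably expressing GPR55 and beta-arrestin-GFP; plate controls were DMSO negative control for no effect and LPI positive control for full effect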
NOD1 inhibition – inhibition of NOD1-driven NF-kB reporter – cell-based, luminescence, uHTS, primary screen (AID 1578). NOD1-driven NF-kB luciferase reporter cells, luminescence; higher % means a stronger effect. inhibition, % at 4 µM, or EC50 in µM where a hit was titrated. actives 1% (n = 290,000); in the data active = inhibition mostly above about 36%, no sharp cut-off; inactive = mostly below about 34%;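 note: HEK-293T reporter cells stimulated with the NOD1 agonist gamma-tri-DAP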
KOR beta-arrestin-1 – kappa opioid receptor blockers – cell-based, luminescence, uHTS (AID 1778); actives 0.091% (n = 290,000); KOR beta-arrestin recruitment, luminescence, antagonist mode; higher % means a stronger effect; inhibition, % at 10 µM, or IC50 in µM where a hit was titrated; note: strong numbers were not always called active
T cell HTS – T cell immune modulators affecting CD8 T cell-vesicle binding; actives 0.068% (n = 330,000); 2C CD8+ T cell-vesicle binding, flow cytometry; hits give low values; calls only at 7 µM; AID 2052;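 active = response, share of CD8 T cells binding vesicles, and their 90th percentile fluorescence all below set limits, cut at about 80% in these data, passing the limit was not always enough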
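Assay system: 2C TCR transgenic mouse naive CD8+ T cells, MACS-purified | Read-out: CD8+ gate FL2 mean fluorescence as % of same-row positive control | Signal: High-throughput flow cytometry with anti-B7-1 and anti-CD8 staining | Timing: Binding step 1.5 h, 37 °C, antibody labelling 20 min, ice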
GPR55 antagonists – inhibition of LPI-stimulated GPR55 beta-arrestin translocation – imaging, U2OS, beta-arrestin-GFP, LPI agonist, primary screen (AID 2013); U2OS GPR55 beta-arrestin-GFP translocation imaging, LPI antagonism; higher % means a stronger effect; one-dose inhibition, % at 10 µM; IC50 in µM for titrated hits; actives 0.13% (n = 290,000);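 active = spots per cell inhibited over 60%, with over 100 cells counted and total cytoplasm intensity under 500,000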;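 note: U2OS cells stably carrying GPR55 and arrestin-GFP stimulated by 5 µM LPI near EC80; imaged beta-arrestin-GFP aggregate spots per cell after agonist stimulation; plate controls were LPI-stimulated DMSO wells for no effect and DMSO wells without LPI for full effect; some results filed as inactive read as strong as hits; confirmed hits need IC50 under 10 µM and bright autofluorescent wells are also inconclusive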
KOR beta-arrestin-2 – kappa opioid receptor activators – cell-based, luminescence, uHTS, primary screen (AID 1777); activation, % at 10 µM; hits with a dose series show EC50 in µM; KOR beta-arrestin recruitment, luminescence; higher % means a stronger effect; actives 0.02% (n = 280,000); in the data active = activation above about 50%, passing the limit was not always enough; note: a part of the inactive calls stands beside numbers as strong as those of hits
NTR1 agonist – NTR1-driven beta-arrestin-GFP spot formation – imaging, U2OS cells, high content, primary screen (AID 493036). P30989. agonist mode. activation, % at 20 µM. actives 0.17% (n = 330,000);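 active = activation at or above 40% of the spot to cytoplasm intensity ratio, with at least 20 cells analyzed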;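 note: 0% = DMSO without peptide and 100% = 100 nM NTR1 peptide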
Target sequence (P30989 whole entry, looked up): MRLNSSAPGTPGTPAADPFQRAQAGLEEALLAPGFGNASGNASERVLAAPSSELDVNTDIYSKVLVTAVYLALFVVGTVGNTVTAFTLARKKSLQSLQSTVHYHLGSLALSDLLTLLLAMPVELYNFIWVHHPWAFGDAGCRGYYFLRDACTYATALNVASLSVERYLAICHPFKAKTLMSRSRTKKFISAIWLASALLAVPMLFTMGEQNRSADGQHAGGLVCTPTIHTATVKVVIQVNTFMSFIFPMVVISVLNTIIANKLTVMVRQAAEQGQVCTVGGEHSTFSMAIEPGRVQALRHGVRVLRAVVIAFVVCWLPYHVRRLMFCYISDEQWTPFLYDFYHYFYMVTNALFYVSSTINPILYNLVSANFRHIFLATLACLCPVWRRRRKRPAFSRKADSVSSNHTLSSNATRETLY
NOD2 inhibition – inhibition of NOD2-driven NF-kB reporter – cell-based, luminescence, uHTS, HEK293 (AID 1566); HEK293 NOD2/NF-kB luciferase reporter, luminescence; higher % means a stronger effect; inhibition, % at 4 µM; hits with a dose series show EC50 in µM; actives 0.63% (n = 290,000); note: many of its hits are not listed in these tables
Myeloid diff 2 – promotes myeloid progenitor differentiation. ER-HoxA9 myeloid progenitors, lysozyme-GFP differentiation, flow cytometry. calls only at 10 µM. actives 1% (n = 360,000). AID 624256;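 active = normalized GFP-positive differentiation at or above the plate's own cutoff, the solvent-only control mean plus 3 SD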;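 note: cells exposed to compound for four days before flow analysis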
T cell HTS vesicle-bound % – further read-out of T cell HTS, marked with its call; double positive events, %; measured here: CD8+ vesicle-bound cell fraction;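 binding gate set so that unloaded-vesicle control wells show 10% double positive cells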
NTR1 agonist cell count 20 µM – recorded beside NTR1 agonist, whose call it bears; cell count; measured here: cell count, cytotoxicity flag
Myeloid diff 2 GFP+ MAC1+ % – recorded beside Myeloid diff 2, whose call it bears; GFP+ MAC1+ double positive, %; measured here: differentiation confirmed by MAC1 staining
Active calls of the source: *; i = inactive; x = no result given; + = active, no number; [ ] = remark or other dose. Cut-off read from the data, not from the text of the source, unless noted: active = inhibition above about 50%; inactive = the rest. An excerpt (hit frequency here may not be typical).

SMILES	GPR55 activation	NOD1 inhibition	KOR beta-arrestin-1	T cell HTS	T cell HTS vesicle-bound %	GPR55 antagonists	KOR beta-arrestin-2	NTR1 agonist	NTR1 agonist cell count 20 µM	NOD2 inhibition	Myeloid diff 2	Myeloid diff 2 GFP+ MAC1+ %
O=C(CCN1C(=O)S/C(=C\c2ccc(F)cc2)C1=O)Nc1ccc(O)cc1C(=O)O	0.5%	3%	11%	i	37	-4%	1.0%	-0.5	54	1%	i	2.3
COc1ccccc1OCC(=O)Nc1ccc(S(=O)(=O)NC(C)=O)cc1	-0.2%	-1%	27%	i	27	-5%	3.1%	-1.6	52	-4%	i	8.8
O=C(COc1ccccc1)NC1CCN(Cc2ccccc2)CC1	-0.4%	-26%	18%	i	12	5%	-3.7%	1.1	74	-5%	i	1.2
O=C(CCNC(=O)c1ccccc1Cl)NCCc1ccc(C(F)(F)F)cc1	0.0%	-10%	-3%	i	37	-4%	-0.5%	-1.0	59	16%	i	0.4
CCc1cc(C(=O)Cc2nc3ccccc3[nH]2)c(O)cc1O	1.0%	7%	-15%	i	14	4%	-2.7%	-0.8	85	13%	i	1.3
Cc1ccc(NC(=S)NNC(=O)Nc2ccccc2)cc1	0.0%	-26%	-28%[20 µM]	i	26	-3%	-12%	1.7	44	-108%	i	0.4
O=C(Nc1ccc([N+](=O)[O-])cc1)C(=O)Nc1cccc(C(=O)O)c1	0.5%	80%*	15%	i	30	12%	-4.3%	2.8	52	-191%	i	0.1
O=c1c2ccccc2c2ccccc2c(=O)n1-c1ccccc1	-0.1%	13%	-6%[20 µM]	i	59	0%	-6.5%	1.9	83	-24%	i	0.1
CCCCOCCCNC(=O)C1c2ccccc2Oc2ccccc21	-0.2%	-1%	10%	i	61	-4%	6.9%	0.9	75	1%	i	0.8
O=C(N/N=C/c1cc(Br)c(O)c(Br)c1)c1cccnc1	-0.1%	-8%	-14%	i	50	-4%	1.4%	-0.1	78	-9%	i	1.4
Cc1nccn1CC(=O)O	-0.1%	12%	-1%	i	40	10%	2.9%	-0.5	78	4%	x	x
CCOC(=O)CSc1nc2cc(C)ccc2cc1C#N	-2.3%	-61%	-24%	i	48	3%	1.5%	2.4	79	-154%	i	0.0
Cc1ccc(S(=O)(=O)NC(N)=NCCc2ccc(Cl)cc2)cc1	0.2%	4%	-15%	i	34	20%	-1.1%	-1.4	53	14%	i	0.9
CC(C)c1ccc(NC(=O)C2CC(=O)N=C(N)S2)cc1 (configuration not stated)	-0.1%	8%	-52%	i	38	17%	-7.9%	0.8	57	-14%	i	1.3
CC(CCc1ccccc1)NC(=O)c1cncc(Br)c1 (configuration not stated)	0.2%	13%	12%	i	55	5%	-10%	0.2	34	14%	i	1.1
CCOC(=O)C1=C(C)S/C(=C\N(C)C)C1=O	0.2%	5%	-21%	i	36	-7%	0.5%	-2.2	46	-6%	i	1.0
O=C(CSc1ccc2nnc(-c3ccncc3)n2n1)Nc1ccc2c(c1)OCO2	-0.1%	-13%	-20%	i	50	2%	-2.2%	0.2	59	8%	i	1.1
Cc1ccc(C(=O)/C=C/c2ccccc2)o1	0.0%	-1%	-30%	i	54	2%	-4.0%	-0.9	87	1%	i	3.6
CCOC(=O)C1(CCOc2ccccc2)CCN(Cc2ccc(O)cc2)CC1	-0.1%	-10%	-39%[20 µM]	i	14	-44%	1.9%	1.6	70	-37%	i	0.2
Cc1ccc(S(=O)(=O)Nc2ccccc2CNc2c(C)n(C)n(-c3ccccc3)c2=O)cc1	0.0%	3%	1%	i	60	5%	-8.3%	1.5	45	6%	i	5.6
NC(=O)c1cccn1Cc1cccc(Cl)c1	-0.1%	10%	-36%	i	33	6%	2.1%	0.5	66	10%	i	6.1
CN(C)CCCNCCCNC(=O)c1ccncc1	-0.1%	-9%	-4%	i	14	13%	-0.8%	-1.6	92	4%	+	2.3*
CCN1CCCCC(=N/O)/C(=N/O)CCCC1	0.0%	-11%	-31%	i	20	4%	2.6%	0.5	99	-7%	i	0.7
CCOC(=O)c1csc(NC(=O)c2ccc3c(c2)OCCO3)n1	-0.1%	-20%	1%	i	50	-15%	9.6%	1.2	50	-11%	i	1.9
CCN(CC(=O)NCc1ccncc1)S(=O)(=O)c1cc(Cl)ccc1Cl	-0.1%	-10%	-39%	i	23	10%	-2.1%	-1.5	44	9%	i	0.5
Cn1c(SCC(=O)c2c(N)n(C)c(=O)n(C)c2=O)nnc1-c1ccccc1F	-0.5%	17%	-37%	i	23	1%	5.5%	0.8	104	18%	i	0.2
C=CCOCCN1C(=O)C2C(c3ccccc3)C=CC(c3ccccc3)C2C1=O (configuration not stated)	0.1%	1%	17%	i	38	5%	4.4%	0.2	52	3%	i	1.3
O=C(NNc1ccc(Cl)nn1)c1ccc(Cl)cc1	-0.1%	-11%	15%	i	63	1%	-0.9%	4.5	100	16%	i	0.1
CCn1c(C)c(C)c2cc(C(=O)N3CCCC3)ccc21	-0.2%	-16%	-6%	i	4	-7%	8.4%	-0.5	52	7%	i	0.7
CC(C)CCn1c(-c2nonc2N)nc2ccccc21	-0.3%	14%	5%	i	33	2%	-4.7%	8.9	86	20%	i	0.6
CCOC(=O)CCCNc1ccc([N+](=O)[O-])cc1[N+](=O)[O-]	-0.3%	-7%	-34%	i	8	-3%	0.7%	2.8	77	-6%	i	0.3
COc1cccc(NC(C)=[N+](C)CCNS(=O)(=O)c2ccc(Cl)cc2)c1	-0.1%	-5%	18%	i	12	87%	-3.0%	1.0	65	7%	i	1.3
O=C(CCCC(=O)N(CC(=O)NC1CCCCC1)c1ccc(F)cc1)Nc1ccccn1	0.2%	-20%	5%	i	8	4%	-4.3%	-1.1	48	6%	i	1.2
COc1ccc(C2CC(=O)NC3=C2C(=O)CCC3)cc1Cl (configuration not stated)	-0.1%	7%	-4%	i	2	0%	-0.1%	1.3	54	18%	i	1.5
CN(Cc1ccccc1)CC(O)COc1ccc(CNCc2cccnc2)cc1 (configuration not stated)	-0.2%	-1%	-12%	i	61	15%	-3.3%	2.3	66	15%	i	0.3
CCOC(=O)C1=C(N)OC(C)=C(C#N)C1c1ccco1 (configuration not stated)	-0.4%	-30%	36%	i	9	7%	5.3%	2.2	60	10%	i	0.3
COc1cccc(N2CC(C(=O)Nc3nnc(SCc4ccccn4)s3)CC2=O)c1 (configuration not stated)	0.0%	-19%	3%	i	10	6%	-2.4%	2.2	45	-8%	i	0.8
Cc1[nH]nc(SCC(=O)N2CCCCC2)c1[N+](=O)[O-]	0.2%	-9%	1%	i	19	-23%	-5.2%	-1.5	67	-24%	i	0.6
COc1nc(C)ccc1-c1noc(-c2ccco2)n1	-0.1%	-62%	-1%	i	5	-2%	-0.7%	-0.8	65	-108%	i	1.8
FC(F)(F)c1nnc2n1N=C(c1ccccc1)CS2	-0.1%	-6%	13%	i	18	3%	-4.5%	1.2	71	7%	i	0.2

Some of the entries so far, as labelled records.
CC(C)CCn1c(-c2nonc2N)nc2ccccc21
- GPR55 activation: -0.3%
- NOD1 inhibition: 14%
- KOR beta-arrestin-1: 5%
- T cell HTS: i
- T cell HTS vesicle-bound %: 33
- GPR55 antagonists: 2%
- KOR beta-arrestin-2: -4.7%
- NTR1 agonist: 8.9
- NTR1 agonist cell count 20 µM: 86
- NOD2 inhibition: 20%
- Myeloid diff 2: i
- Myeloid diff 2 GFP+ MAC1+ %: 0.6
CCOC(=O)CCCNc1ccc([N+](=O)[O-])cc1[N+](=O)[O-]
- GPR55 activation: -0.3%
- NOD1 inhibition: -7%
- KOR beta-arrestin-1: -34%
- T cell HTS: i
- T cell HTS vesicle-bound %: 8
- GPR55 antagonists: -3%
- KOR beta-arrestin-2: 0.7%
- NTR1 agonist: 2.8
- NTR1 agonist cell count 20 µM: 77
- NOD2 inhibition: -6%
- Myeloid diff 2: i
- Myeloid diff 2 GFP+ MAC1+ %: 0.3

Remaining list, next part:
SMILES	GPR55 activation	NOD1 inhibition	KOR beta-arrestin-1	T cell HTS	T cell HTS vesicle-bound %	GPR55 antagonists	KOR beta-arrestin-2	NTR1 agonist	NTR1 agonist cell count 20 µM	NOD2 inhibition	Myeloid diff 2	Myeloid diff 2 GFP+ MAC1+ %
O=C(N/N=C/C1CC=CCC1)c1cc(Br)ccc1O (configuration not stated)	-0.1%	-20%	-10%	i	39	12%	7.2%	-0.3	73	10%	i	1.0
COc1cc2c(cc1O)C(Cc1ccc(O)cc1)[N+](C)([O-])CC2 (configuration not stated)	-0.1%	-10%	9%	i	50	9%	2.8%	-0.7	65	-2%	i	0.4
CS(=O)(=O)n1nc(OC(=O)c2cccc3ccccc23)cc1N	3.1%	3%	-7%	i	43	26%	0.0%	-0.1	47	19%	i	1.2
COc1cccc(Oc2ncnc(N)c2[N+](=O)[O-])c1	-0.1%	-13%	10%	i	40	2%	-0.9%	-0.7	46	8%	i	0.4
CCOC(=O)[C@@H]1[C@H]2COc3ccccc3[C@@H]2N2C(=O)N(c3ccc(Cl)cc3)C(=O)[C@]12C	0.0%	-29%	-39%[20 µM]	i	34	-1%	27%	-0.2	63	-25%	i	1.5
COc1ccccc1C(O)(c1ccccc1)C(CN1CCOCC1)c1ccccc1 (configuration not stated)	-0.6%	-13%	-24%	i	20	17%	-1.1%	0.5	46	1%	i	0.4
N=c1scc(-c2ccccc2)n1/N=C/c1ccco1	-0.1%	-35%	29%	i	42	0%	-0.7%	2.8	50	-78%	i	0.6
Nc1ccc(C(=O)N/N=C/c2cn(Cc3cccc(F)c3)c3ccccc23)cc1	0.2%	5%	11%	i	62	18%	-1.2%	3.9	55	-8%	i	0.5
Cc1cc(C)c2cc(CN(CC3CCCO3)C(=S)NCc3ccco3)c(=O)[nH]c2c1 (configuration not stated)	-0.2%	-18%	-39%[20 µM]	i	51	4%	x	2.7	37	14%	i	0.7
COc1cc(/C=C2/C(=N)N3C=CSC3=NC2=O)ccc1OCCCOc1cc(C)ccc1C	-0.1%	13%	-4%	i	39	x	1.7%	4.1	49	16%	x	x
CCn1c(SCC(=O)c2cccs2)nnc1-c1ccco1	-0.1%	-20%	-8%	i	23	-4%	3.5%	0.7	92	-10%	i	0.7
Cc1ccc(C(=O)Nc2ccccc2C(=O)NC(Cc2c[nH]c3ccccc23)C(=O)O)cc1 (configuration not stated)	-0.1%	-22%	-73%[20 µM]	i	56	10%	x	3.0	59	0%	i	0.3
CC(C)Nc1nc(-c2cccnc2)nc(-c2ccccc2)c1C#N	0.0%	-2%	6%	i	50	0%	-6.0%	4.0	99	18%	i	0.9
CCC(C)c1ccc(OCCn2ccnc2)cc1 (configuration not stated)	-0.4%	-9%	x	i	14	2%	0.8%	-0.9	67	18%	i	0.2

High-throughput results as filed in PubChem.
